# Screening results from PubChem BioAssay.
# IEC-6 cytotox – IEC-6 cytotoxicity, counter-screen for KLF5 inhibitors; inhibition, % at 5 µM; luminescence viability; 290,000 compounds, 0.78% hits; in the data active means inhibition above about 22%;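 further: 0% = plate median of test compound wells and 100% = cytotoxic reference compound wells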
# HIF activator – HIF pathway transcriptional activation; U2OS HRE-luciferase reporter, luminescence; normalized: DMSO 0%, desferrioxamine 100%; activation, % at 7.5 µM (by protocol); 300,000 compounds, 0.32% hits; AID 1910;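 active means mean activation of at least 10% of the iron chelator positive control signal, with at least half of replicates also reaching 10%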
# GSK3A inh – inhibitors of human GSK-3 alpha kinase; P49840; ADP-Glo luminescence, 60 min; inhibition, % at 10 µM; 320,000 compounds, 0.1% hits; AID 2650;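 in the data active means inhibition above about 50%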;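 further: GST-tagged GSK-3 alpha with peptide substrate and 25 µM ATP; 0% = DMSO neutral wells and 100% = GW8510 positive control wells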
# Target sequence (P49840 whole entry, looked up): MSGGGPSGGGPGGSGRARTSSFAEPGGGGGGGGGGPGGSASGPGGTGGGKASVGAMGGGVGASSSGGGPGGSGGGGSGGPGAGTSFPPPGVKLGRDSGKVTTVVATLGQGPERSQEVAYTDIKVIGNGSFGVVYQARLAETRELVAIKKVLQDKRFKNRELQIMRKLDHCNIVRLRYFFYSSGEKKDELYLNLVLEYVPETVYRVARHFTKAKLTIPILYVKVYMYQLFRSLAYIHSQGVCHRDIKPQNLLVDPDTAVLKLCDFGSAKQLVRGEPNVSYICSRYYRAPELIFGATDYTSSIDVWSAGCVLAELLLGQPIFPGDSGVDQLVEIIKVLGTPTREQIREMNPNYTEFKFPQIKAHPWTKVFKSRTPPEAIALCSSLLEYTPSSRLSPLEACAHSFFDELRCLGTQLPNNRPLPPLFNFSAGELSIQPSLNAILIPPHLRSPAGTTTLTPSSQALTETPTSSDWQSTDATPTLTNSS
# HSF1 inhib – HSF1 inhibition. 300,000 compounds, 0.77% hits. AID 2098. activity change, negative = inhibition, % at 7.5 µM (by protocol). NIH3T3-HGL HSE-luciferase, MG132-induced, luminescence 8 h; stronger effect = lower value;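 active means more than half of replicate wells show activity change below -50%, luminescence cut by over half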;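 further: luciferase reports HSF-1 transcriptional activity via heat shock element; 0% = median of DMSO wells and -100% = zero luminescence signal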
# KLF5 inh – inhibitors of KLF5 expression | DLD-1 KLF5 promoter-luciferase reporter, luminescence | inhibition, % at 5 µM | 290,000 compounds, 0.23% hits;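 active means inhibition above a per-plate limit of that plate's mean compound inhibition plus 3 SD, cut at about 60% in these data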;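 further: 0% = DMSO wells and 100% = LY294002 at 200 µM; higher means less KLF5 promoter-driven luciferase light; inactives centre near -14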
# GSK3beta inhib – inhibitors of human GSK3beta kinase; activity score (negative = inhibition), % at 10 µM; GST-GSK3beta kinase, ADP-Glo luminescence, 60 min; stronger effect = lower value; 300,000 compounds, 0.038% hits;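 active means more than half of replicate wells score below -50%, meaning over 50% inhibition versus plate controls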;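 further: 0% = median DMSO wells and -100% = median GW8510 positive control wells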
# Target sequence (P49841 whole entry, looked up): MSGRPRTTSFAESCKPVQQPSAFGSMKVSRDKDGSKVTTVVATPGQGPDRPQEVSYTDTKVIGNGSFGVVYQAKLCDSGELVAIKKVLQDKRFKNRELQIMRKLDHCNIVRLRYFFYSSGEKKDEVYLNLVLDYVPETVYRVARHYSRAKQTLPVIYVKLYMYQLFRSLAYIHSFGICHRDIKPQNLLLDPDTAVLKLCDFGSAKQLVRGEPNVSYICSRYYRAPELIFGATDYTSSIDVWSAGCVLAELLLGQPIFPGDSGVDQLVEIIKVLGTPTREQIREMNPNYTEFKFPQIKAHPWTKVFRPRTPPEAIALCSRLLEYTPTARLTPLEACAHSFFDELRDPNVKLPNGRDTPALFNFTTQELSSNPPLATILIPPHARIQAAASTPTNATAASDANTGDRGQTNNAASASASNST
#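 Test system: GST-fused GSK3beta enzyme, cell-free | Quantity: 1.6 ng GST-GSK3beta enzyme per well | Reagent: 25 µM ATP with peptide substrate | Schedule: 60 min enzyme reaction, room temperature | Signal: Luminescent ADP-Glo measurement of ADP formed | Read-out basis: Score relative to plate controls | Control set: DMSO and 20 µM GW8510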
# AI-2 QS modul – modulators of Vibrio harveyi AI-2 quorum sensing system; Vibrio harveyi JMH597 AI-2 luminescence/OD600 ratio, 9 h; stronger effect = lower value; strain lacks LuxN and CqsS sensors; 0 = neutral-control median; activity change, % at 7.5 µM; 300,000 compounds, 0.4% hits; AID 2094; in the data active means activity change below about -75%, passing the limit was not always enough;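 further: luminescence divided by OD600 gain over 9 h not by final OD600 alone; inactives centre near 13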
# HSF-1 act – increases HSF-1 driven luciferase reporter signal | NIH3T3-HGL HSF-1 luciferase reporter, MG132, 8 h; 100% = twice DMSO control signal | activation, % at 9 µM | 300,000 compounds, 1.7% hits;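 active means mean replicate activation of at least 50% with a set share of replicates each reaching 50%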;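 further: 0% = median of the neutral control wells and 100% = twice that signal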
# HSP90 refold inh – inhibitors of HSP90 luciferase refolding in rabbit reticulocyte lysate | luciferase refolding luminescence, 3 h | inhibition, % at 5.6 µM | 290,000 compounds, 0.91% hits;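 active means inhibition above the screen-wide mean plus 3 SD, computed separately per campaign, cut at about 16% in these data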;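 further: 0% = DMSO wells and 100% = 60 µM geldanamycin wells; inhibitors lower the luminescence because luciferase stays unfolded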
# aSyn 5UTR inh – MLPCN primary screen, SNCA 5' untranslated region | inhibition, % (tested at 7.5 µM) | alpha-synuclein 5'UTR reporter, inhibitor activity | 300,000 compounds, 0.82% hits; in the data active means inhibition above about 60%;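 further: H4 neuroglioblastoma cells stably carrying SNCA 5'UTR luciferase fusion; 0% = DMSO wells and 100% = positive control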
# * hit, by the source's call; · = no result given.
SMILES,IEC-6 cytotox,HIF activator,GSK3A inh,HSF1 inhib,KLF5 inh,GSK3beta inhib,AI-2 QS modul,HSF-1 act,HSP90 refold inh,aSyn 5UTR inh
Cc1cc(C)cc(-n2c(C)cc(C(=S)N3CCOCC3)c2C)c1,1.8,0.0,-0.5,-1.8,-3.9,-2.3,22.2,16.3,-5.1,-11.3
COc1cccc(-c2cc(C(F)(F)F)nc(N3CCN(c4ccccc4)CC3)n2)c1,2.8,-0.7,-0.8,2.5,-8.1,-0.5,25.7,16.2,-1.0,19.9
O=C(NCCc1c[nH]c2ccccc12)/C(=C\c1cccnc1)NC(=O)c1cccs1,-1.3,-0.3,-2.8,1.8,-13.5,0.8,18.0,-1.9,3.5,1.8
C=CCN1C(=O)C(CC(=O)NCC)SC1=Nc1ccccc1CC (stereo unspecified),-3.6,-1.6,-1.6,1.0,-28.4,1.6,8.4,-0.2,1.1,1.7
O=C(COC(=O)c1ncc(Cl)c(Cl)c1Cl)NNC(=O)c1ccccc1,·,0.7,-7.1,3.9,·,0.1,15.5,3.3,·,-19.8
CCN(CC)CCNC(=O)c1ccc(NC(=O)/C=C/c2cc(OC)c(OC)c(OC)c2)cc1,4.8,-0.4,3.8,-2.1,4.5,-0.5,8.7,8.2,5.1,-9.3
COC(=O)c1cn(NC(=O)c2ccc(F)cc2)c(=O)c2ccccc12,0.6,0.9,-0.8,-1.8,14.8,-0.8,16.3,20.9,1.4,-23.6
Cc1cc(Br)cc(Cl)c1OC(=O)c1cnccn1,-0.3,-0.6,-4.6,-4.8,-14.7,-0.9,22.0,2.2,-4.7,-11.7
CC(=O)Nc1ccc(S(=O)(=O)NCC(=O)NNC(=O)c2csc(N3CCOCC3)n2)cc1,·,0.1,-0.3,-11.1,·,-2.9,2.7,-28.4,·,-0.9
N#CC(=C1CCCC1)c1nc(-c2ccc(Cl)cc2)cs1,0.7,2.6,-1.6,25.8,-6.6,0.4,12.5,62.5*,-0.9,-188.6
COc1ccc(CC(=O)N/N=C(\C)CC(=O)Nc2ccc(N(C)C)cc2)cc1OC,0.4,0.7,2.5,-11.1,-3.5,-0.5,24.3,11.8,-1.6,-8.7
CN(C)S(=O)(=O)c1ccc2c(c1)nc(CCC(=O)O)n2C,-7.7,-0.3,·,-4.0,-8.2,2.0,16.4,-3.1,-1.4,-23.1
CC(=O)c1cccc(CN2CCN(CCC(C)C)C(CCO)C2)c1 (stereo unspecified),-3.6,-0.2,-2.8,2.8,-14.3,3.9,0.7,0.2,-4.0,2.9
CC(=O)Nc1ccc(S(=O)(=O)NCc2ccc(C(=O)NCc3ccc(Cl)cc3)cc2)cc1,1.0,-0.2,-3.1,-1.2,2.1,1.1,28.7,-5.9,4.8,28.5
CCOC(=O)C1CCN(C(=O)c2ccc3c(Cl)c4c(nc3c2)CCCC4)CC1,-7.3,1.2,-4.1,261.3,-68.4,4.5,27.0,316.5*,-2.2,-21.5
COc1cc(C(O)P(=O)(OCC(C)C)c2ccc(N(C)C)cc2)cc(OC)c1OC (stereo unspecified),-0.7,-0.6,-0.6,-5.0,-15.2,0.1,5.2,8.8,1.7,-19.2
CCOc1ccc(OCCC(=O)N2CCN(S(=O)(=O)c3ccc(OCC)cc3)CC2)cc1,-7.1,0.2,-1.6,-1.2,-29.2,-0.5,24.1,5.5,-2.0,-11.4
O=C1NC2=C(C(=O)CCC2)C(c2ccc([N+](=O)[O-])cc2)N1 (stereo unspecified),-1.3,-0.4,-3.0,5.5,-23.3,1.2,14.1,10.9,1.7,11.6
COc1ccc(CNC(=O)COC(=O)c2n[nH]c3ccccc23)cc1,3.3,-0.1,2.2,-6.9,4.5,1.0,-31.4,-22.8,-2.4,13.8
CN(Cc1ccccc1)C(=O)c1nc2ccccn2c1CN1CCC(N2CCOCC2)CC1,4.0,-0.5,-1.9,-6.5,6.2,-4.1,-0.9,-16.8,1.4,-8.3

# Molecules listed so far with an NH in an aromatic ring, in the order listed:
SMILES,IEC-6 cytotox,HIF activator,GSK3A inh,HSF1 inhib,KLF5 inh,GSK3beta inhib,AI-2 QS modul,HSF-1 act,HSP90 refold inh,aSyn 5UTR inh
O=C(NCCc1c[nH]c2ccccc12)/C(=C\c1cccnc1)NC(=O)c1cccs1,-1.3,-0.3,-2.8,1.8,-13.5,0.8,18.0,-1.9,3.5,1.8
COc1ccc(CNC(=O)COC(=O)c2n[nH]c3ccccc23)cc1,3.3,-0.1,2.2,-6.9,4.5,1.0,-31.4,-22.8,-2.4,13.8

# Next compounds follow.
SMILES,IEC-6 cytotox,HIF activator,GSK3A inh,HSF1 inhib,KLF5 inh,GSK3beta inhib,AI-2 QS modul,HSF-1 act,HSP90 refold inh,aSyn 5UTR inh
FC(F)(F)c1ccc(CN2C[C@@H]3C(c4ccc(Cl)nc4)C4(c5ccccc5)CC3(C4)[C@H]2c2ccccc2)cc1 (stereo partly specified),·,0.1,-0.4,12.0,·,1.2,10.8,-2.4,·,-9.0
O=C(CSc1cccc[n+]1[O-])N1CCCc2ccccc21,-5.6,0.4,-1.1,-8.5,-32.3,-0.8,10.6,-2.2,-0.1,-3.1
Clc1ccc2nc(C3CCN(Cc4ccccc4)CC3)[nH]c2c1,-1.3,0.1,0.2,0.3,-13.1,-1.0,32.0,-3.2,-1.2,0.5
N/C(=N\OC(=O)CCCOc1ccc(Cl)cc1Cl)c1ccncc1,5.0,-0.3,4.6,-5.4,-19.1,-3.3,16.8,-0.3,-0.3,8.4
O=C1/C(=C\c2ccc(-c3ccccc3Cl)o2)SC(=S)N1CC1CCCO1 (stereo unspecified),4.9,0.0,0.4,1.8,-19.2,-0.7,38.8,6.9,3.6,-48.9
COc1ccc2[nH]cc(C(=O)CN3CCCC(C)C3)c2c1 (stereo unspecified),1.4,-0.2,2.9,1.5,-12.7,-3.4,18.9,11.8,-0.4,-8.7
CN(C(=O)c1ccco1)c1nc2c(s1)CCCC2,1.2,0.9,1.3,27.1,-163.3,-6.5,8.4,62.5*,5.5,-46.4
COc1ccc(COc2cccnc2N)cc1,-3.9,2.2,-1.4,4.6,-73.2,-1.8,18.1,8.9,1.2,-90.5
COc1cc(/C=N/c2oc(-c3ccccc3)cc2C#N)ccc1O,0.4,0.5,5.8,-1.3,-37.4,-2.5,21.3,-1.4,2.6,-16.2
Cc1ccc(CSC2=NCCN2C(=O)C(C)Oc2ccccc2)cc1 (stereo unspecified),1.5,0.6,-2.4,-0.9,-19.5,-0.3,15.1,14.9,-5.7,-3.9
Cc1cc(C)nc(SC2CCCCC2O)n1 (stereo unspecified),-4.7,0.1,-0.7,-5.8,-19.6,2.8,15.9,-19.0,0.8,14.4
Cc1ccc2[nH]c(=O)c(CN(CCCN3CCOCC3)Cc3nnnn3C3CCCC3)cc2c1,2.4,·,-0.8,-37.2,9.0,2.3,25.0,-45.1,8.4,11.6
O=C(CNS(=O)(=O)c1ccccc1)NNC(=O)C(Cl)Cl,1.9,-0.6,-0.4,-3.2,-24.2,-1.9,17.5,7.0,3.2,-16.7
COc1ccc(C(CC(=O)c2ccc(C)cc2)Nc2ccc([N+](=O)[O-])cc2)cc1 (stereo unspecified),-8.6,0.5,-0.7,4.0,1.9,-2.9,9.1,36.6,-2.1,-46.4
C=C(C)CC1(NC(C)c2ccccc2)CCCCC1 (stereo unspecified),10.3,-0.1,0.7,-24.4,4.2,1.8,9.0,-25.5,-0.1,7.7
CCOC(=O)C1=C(CSc2nc(-c3ccncc3)ccc2C#N)OC(N)=C(C#N)C1c1ccc(OC)cc1 (stereo unspecified),-4.2,-0.2,-1.3,10.7,-18.6,4.4,26.6,20.0,-0.7,-32.4
O=C(CN(C(=O)c1csnn1)c1ccccc1Cl)NC1CCCCC1,0.8,-0.2,·,-2.5,-13.1,5.1,11.4,8.0,1.9,5.8
CC1=NN(C(=O)Cn2ccc([N+](=O)[O-])n2)C(O)(C(F)(F)F)C1 (stereo unspecified),4.6,-0.3,-0.8,10.5,-5.2,0.7,15.8,-5.7,5.8,12.7
CC(C)CC(=O)NC(c1cccs1)c1ccc2cccnc2c1O (stereo unspecified),11.6,68.4*,-1.6,15.6,76.9*,4.2,-54.9,15.5,10.3,74.0*
COCCN(CC(=O)NCc1ccccc1)C(=O)CCC(=O)Nc1ccccn1,3.9,·,2.2,·,3.5,0.3,16.5,·,2.7,·
COc1ccccc1N(CC(=O)NCC(C)C)S(=O)(=O)c1cccs1,-3.3,-0.3,-1.7,1.3,-28.2,2.9,14.2,26.4,0.5,1.1
COc1ccccc1NC(=O)/C(=N/OCc1ccc(C#N)cc1)C(C)=O,1.4,-0.2,8.0,17.3,-13.9,4.3,10.7,7.0,-0.8,14.2
CCCc1cc(=O)[nH]c(SCc2csc(-c3ccccc3)n2)n1,-2.4,0.1,-4.3,5.4,-40.6,0.7,12.8,5.6,-1.1,13.5
Cc1ccccc1-n1cc(-c2ccc(Br)cc2)nc1SCC(N)=O,3.4,0.1,-0.1,2.2,-11.0,3.7,25.8,15.4,4.5,9.3
CCn1ncc(/C=N/O)c1C,-3.3,-0.3,-2.5,-5.3,-14.5,1.4,14.7,-2.9,-0.6,-5.3
CCCCN(CC)C(=O)c1cc2cc3ccc(OC)cc3nc2o1,-1.6,5.3,0.6,5.4,-38.9,2.5,-11.2,3.8,1.3,-110.9
CC(=O)NCCc1c(C)n(Cc2ccccc2)c2ccccc12,-3.3,-21.2,4.2,5.4,-15.7,·,·,2.4,0.4,26.4
Cn1cc(CNC(=O)c2cc(-c3ccccc3)nc3ccc(Br)cc23)cn1,-1.5,0.1,-1.7,3.6,-1.2,-3.8,-9.8,28.4,1.6,-27.3
Cn1c(=O)c(C(=O)Nc2ncccn2)c(O)c2ccccc21,7.2,0.3,-0.4,-1.5,4.2,0.0,-12.2,14.0,-2.7,4.4
COc1ccc(-n2c(SCC(=O)N3CCOCC3)nnc2C(C)N2CCCCC2)cc1 (stereo unspecified),4.4,-0.2,-1.0,-1.6,-12.6,0.2,11.5,-11.5,16.0,-3.4
COc1ccc(C(=O)NCc2nnc(SCC(=O)N3CCCC3)o2)cc1OC,-4.1,-0.2,0.8,-5.8,-41.8,1.2,25.0,19.0,3.6,1.9
CC1Cc2ccccc2N1Cc1nc2cc(C(F)(F)F)ccc2c(=O)[nH]1 (stereo unspecified),-1.5,-0.1,-0.2,0.6,-15.4,6.6,24.8,5.7,2.4,-51.2
Cc1cccc(CCNS(=O)(=O)c2ccc3c(c2)n(C)c(=O)c(=O)n3C)c1,3.0,-0.3,0.1,-3.4,-62.9,-0.3,6.7,-2.8,2.8,18.2
COc1ccc(/C=C/C(=O)Nc2ccccc2C)cc1S(=O)(=O)N1CCOCC1,7.5,1.7,-2.8,24.7,-76.1,-0.6,1.6,31.5,-1.5,-86.7
CCOC(=O)C(C)n1cnc2scc(-c3ccc(C)c(C)c3)c2c1=O (stereo unspecified),2.0,-0.1,0.7,3.4,5.3,2.0,41.3,16.8,6.0,13.4
Cc1c(C(=O)Nc2ccc3oc(-c4cccnc4)nc3c2)oc2ccccc12,-0.3,-3.2,3.5,-25.5,4.2,-0.3,-2.0,-34.4,-1.0,5.1
O=C(CSCCO)Nc1cccc2ccccc12,0.6,-0.4,-1.6,-15.2,-38.3,-0.6,5.8,-2.7,-1.8,-4.3
